# Screening data: PubChem BioAssay, several laboratories
# EBNA-1 inhibitor = EBNA-1 DNA-binding inhibitors, primary screen, biochemical, fluorescence polarization. inhibition, % at 14.8 µM. 300,000 compounds, 0.34% hits. AID 1950, 2009; in the data active = inhibition above about 28%
# procasp3 activ = activators of human procaspase-3 D3A mutant, primary screen, biochemical, absorbance, PC-3 D3A mutant, single concentration; Caspase-3 (Homo sapiens), P42574; recombinant procaspase-3 D3A, Ac-DEVD-pNA absorbance 405 nm; activation, % at 8.5 µM; 330,000 compounds, 0.11% hits; AID 463141, 2010;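 active = activation above the mean of all tested compounds plus 3 SD, cut at about 21% in these data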;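 note: 0% = DMSO alone and 100% = DMSO wells spiked with extra 5 µM PC-3 D3A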
#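 Test system: Procaspase-3 D3A mutant, all three cleavage aspartates alanine | Dosing: Single dose, 8.5 µM nominal compound, 0.8% DMSO | Schedule: 1 h preincubation, 2 h reaction | Technique: 405 nm absorbance of p-nitroaniline, reads at 0 and 120 min | Repeats: One well per compound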
# procasp7 counter = procaspase-7 activators, primary screen, counter-screen for procaspase-3 activator project, biochemical, absorbance, HTS, human; Caspase-7 (Homo sapiens), P55210; recombinant procaspase-7, Ac-DEVD-pNA absorbance 405 nm; D23A/D198A/D206A triple mutant, cannot self-cleave; scale: DMSO 0, 5 µM enzyme 100; activation, % at 8.5 µM; 330,000 compounds, 0.093% hits;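 active = percent activation above the screen-wide mean plus 3 SD, cut at about 25% in these data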
#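 buffer or medium = Zinc-free HEPES/NaCl buffer, pH 7.4 | material = Procaspase-7 triple mutant (PC-7 D3A) | input = 2 µM procaspase-7 mutant as dispensed | signal = Epi-absorbance of released pNA at 405 nm, two timepoints | timing = 1 h preincubation, 2 h reaction | replicates = singlicate compound testing | evaluation = % activation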
# RPL19A-GFP yeast = RPL19A-GFP expression modulators in yeast, primary screen, cell-based, S. cerevisiae, multiplex flow cytometry, MLPCN | 330,000 compounds, 0.3% hits | percent response vs DMSO, % at 10 µM | S. cerevisiae RPL19A-GFP strain, 3 h; stronger effect = lower value;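 active = percent response vs DMSO below 50%; inconclusive = fewer than 70 events counted for the yeast strain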;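 note: median channel GFP fluorescence of the barcoded RPL19A-GFP strain; ratio of sample median GFP to plate DMSO average so 100% = DMSO; lower means less RPL19A-GFP as with rapamycin TOR inhibition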
# MEP2-GFP yeast = modulators of MEP2-GFP levels in yeast, primary screen, S. cerevisiae, multiplex flow cytometry, MLPCN library; S. cerevisiae MEP2-GFP strain, 3 h; 100% = DMSO control level; AID 2016, 2009; GFP response vs DMSO, % at 10 µM; 330,000 compounds, 0.51% hits;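 active = GFP response versus DMSO above a set limit, roughly screen mean plus 3 SD, cut at about 180% in these data; inconclusive = fewer than 70 cells counted for a yeast strain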;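 note: median GFP fluorescence of the barcode-gated MEP2-GFP cells per well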
# LAP4 TOR yeast = modulators of LAP4-GFP expression in yeast, primary screen, S. cerevisiae, multiplex flow cytometry, MLPCN library. 3 h; median GFP as percent of DMSO wells. GFP response vs DMSO, % at 10 µM. 320,000 compounds, 0.34% hits;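 active = GFP response vs DMSO above a set limit, about the screen mean plus 3 SD, cut at about 150% in these data; inconclusive = under 70 cell events counted for the yeast strain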
# AHR activator = AHR activators, primary screen, cell-based, luminescence, luciferase reporter, human. Aryl hydrocarbon receptor (Homo sapiens), P35869. AHR-responsive luciferase reporter cells. activation, % at 5 µM. 320,000 compounds, 2.5% hits. AID 2796, 2010; in the data active = activation above about 47%;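 note: 0% = vehicle wells and 100% = reference agonist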
# ZTA counter = counter-screen for EBNA-1 inhibitors: inhibitors of Epstein-Barr virus ZTA. inhibition, % at 11 µM. ZTA-DNA binding, fluorescence polarization. 320,000 compounds, 0.15% hits. AID 2234. P03206; in the data active = inhibition above about 33%
# * hit, by the source's call; ? = inconclusive; nt = no result given; [ ] = another dose, or the depositor's remark.
Structure	EBNA-1 inhibitor	procasp3 activ	procasp7 counter	RPL19A-GFP yeast	MEP2-GFP yeast	LAP4 TOR yeast	AHR activator	ZTA counter
O=C(NCc1cccnc1)NC1(C(F)(F)F)Oc2ccc(Cl)cc2O1 (stereo not given)	-2	2	-3	102	93	92	3	11
c1cn2cc(CSC3CCCCC3)nc2s1	-3	-2	2	100	102	104	3	-4
O=C(NCc1ccccc1Cl)C1CCN(S(=O)(=O)N2CCCCC2)CC1	-1	4	-2	102	97	101	-1	3
CCOC(=O)c1ccc(NC(=O)CSc2nnnn2CCCO)cc1	10	-10	-5	95	90	98	4	9
COc1cccc(CNS(=O)(=O)c2ccc(-n3cnnn3)c(C)c2)c1	-1	-13	4	102	104	94	0	-3
COCCNC(=O)c1nc2c(nnn2Cc2cc(C)ccc2C)c(=O)[nH]1	8	7	3	96	98	91	-1	-6
CCOc1ccc(CNC(=O)C2CCCN(c3nnc(C)c4c(C)n(-c5ccccc5)nc34)C2)cc1 (stereo not given)	1	0	9	87	90	75	14	4
CCOc1ccc(NC(=S)NS(=O)(=O)c2cc(Br)ccc2OCC)cc1	-1	-5	-8	91	96	99	1	-8
CNc1nc(-c2ccccc2)nc(-c2ccccc2)c1C#N	-18	5	-6	92	93	89	16	-2
Cc1cccc(C)c1OCc1cc(C(=O)N2CCCC2c2nonc2C)no1 (stereo not given)	-12	-1	-8	93	89	89	0	3
CC(=O)SC1CC(=O)N(c2c(C)cccc2C)C1=O (stereo not given)	0	3	-7	93	98	111	0	-1
O=C(Nn1cnnc1)c1ccc(OC(F)(F)C(F)C(F)(F)F)cc1 (stereo not given)	11	-11	4	101	103	93	-1	-2
Cc1ccc(C)c(N2CCN(C(c3ccncc3)c3nnnn3Cc3ccccc3)CC2)c1 (stereo not given)	2	6	-1	99	96	95	1	-3
COc1ccccc1NS(=O)(=O)c1cc(-c2cnc(C3CC3)o2)ccc1C	-5	9	-4	117	122	121	7	2
COc1ccc(C(=S)N2CCOCC2)cc1OC(=O)c1ccccc1	-2	-7	-7	101	107	102	1	-5
CCCc1nc2nc(C)c(NS(=O)(=O)c3ccc(C(C)(C)C)cc3)c(=O)n2[nH]1	-4	9	7	101	114	91	0	-2
CC(C)Cn1c(-c2ccc(F)cc2)n[nH]c1=S	10	-14	-1	104	110	103	0	0
O=C(C1CCC(CNc2c(N3CCCCC3)c(=O)c2=O)CC1)N1CCN(C2CCCCC2)CC1 (stereo not given)	-14	-3	-1	87	108	114	2	-15
CCOc1ccc(CNn2cnnc2)cc1	-1	-3	-10	99	96	102	4	-18
NC(=O)C1CCCN(C(=O)c2cccc(S(=O)(=O)N3CCCCCC3)c2)C1 (stereo not given)	nt	5	5	91	93	90	-1	-2
C=CCn1cc(C(=O)N2CCN(C)CC2)c(=O)c2cc(S(=O)(=O)N3CCCC3)ccc21	-3	0	4	99	103	103	0	4
C=CCn1c(SCC2=C(C(=O)OCC)C(C)NC(=O)N2)nnc1C1CCCCC1 (stereo not given)	5	2	0	94	104	100	3	14
CCOC(=O)c1noc(C)c1C(=O)Nc1nccs1	0	-7	8	100	104	99	2	18
COc1ccccc1NC(=O)CSc1nc(N)cc(N)n1	-6	2	-1	97	96	94	1	17
COC(=O)c1ccc(OCC(O)CNCC(c2ccc(OC)cc2)N(C)C)c(OC)c1 (stereo not given)	-13	2	2	107	110	95	-1	8
O=C(Cc1csc(N2CCOCC2)n1)N/N=C/c1cccc(O)c1	10	4	5	101	102	99	3	1
CCCn1nnc2sc3c(c2c1=O)CCC(C)C3 (stereo not given)	1	-1	2	87	100	89	0	-3
CCn1c(SCC(=O)N/N=C(\C)c2ccco2)nnc1-c1ccccc1	11	11	0	105	105	88	-1	-8
Cc1ccccc1OC(=O)CCC(=O)OCCCC(F)(F)C(F)(F)F	-13	3	4	101	100	99	-1	-1
COc1ccc(NC(=O)CSc2ccc([N+](=O)[O-])cc2)cc1S(=O)(=O)N1CCOCC1	nt	-6	8	96	98	101	1	2
COc1ccc(OCC(O)Cn2cnc(-c3ccc(Br)cc3)c2)cc1 (stereo not given)	-3	-2	14	98	100	108	23	-8
Cc1c(Cl)ccc2c(C(=O)O)cc(-c3ccccc3)nc12	-3	5	7	99	97	118	4	26
Cc1c(C)c(C)c(CN2CCSCC2)c(C)c1C	-7	-5	-3	97	101	107	-2	3
O=C(COc1ccc(F)cc1Cl)Nc1cc(S(=O)(=O)N2CCOCC2)ccc1N1CCCCC1	-2	1	12	98[may fluoresce green]	97[may fluoresce green]	105[may fluoresce green]	0	-4
O=C(COc1ccc2c3c(c(=O)oc2c1)CCCC3)NCCN1CCOCC1	-6	-9	3	100	104	100	1	9
CN1C[C@@H]2C(c3ccccc3)C3(c4cccnc4)CC2(C3)[C@H]1c1ccccc1 (stereo not given in full)	1	-5	-11	100	110	97	2	-8
CCOc1ccc(-n2c(-c3ccc(Cl)cc3)c[n+]3c2SCC3)cc1	10	-3	-6	103	107	97	8	20
CCn1cnc2c1c(=O)n(CC(=O)NN)c(=O)n2Cc1ccccc1	8	12	-5	88	94	92	1	-4
O=C(NCc1ccccc1F)C1CCCN(c2cnccn2)C1 (stereo not given)	-2	1	-1	108	99	116	24	-6
COc1cc(CNCCCN2CCOCC2)cc(Cl)c1OCC(=O)NC(C)(C)C	-3	-1	-6	99	94	99	1	-11

# The list goes on; it opens with the 3 that closed the last part.
Structure	EBNA-1 inhibitor	procasp3 activ	procasp7 counter	RPL19A-GFP yeast	MEP2-GFP yeast	LAP4 TOR yeast	AHR activator	ZTA counter
CCn1cnc2c1c(=O)n(CC(=O)NN)c(=O)n2Cc1ccccc1	8	12	-5	88	94	92	1	-4
O=C(NCc1ccccc1F)C1CCCN(c2cnccn2)C1 (stereo not given)	-2	1	-1	108	99	116	24	-6
COc1cc(CNCCCN2CCOCC2)cc(Cl)c1OCC(=O)NC(C)(C)C	-3	-1	-6	99	94	99	1	-11
Cc1cccc(NC(=S)NCc2ccc(F)cc2)c1	6	-15	0	93	99	92	12	-8
CNC(=O)CN1C(=O)NC(c2ccccc2)(c2ccccc2)C1=O	2	-1	11	99	106	91	0	6
Brc1ccc2ncnc(NCc3ccco3)c2c1	0	-5	-3	104	109	109	23	-33
Cc1ccc(NC(=O)COc2ccccc2[N+](=O)[O-])nc1	-4	-8	-3	96	102	100	4	-8
CC(C)C(C(=O)NC(C)(C)C)N(CCN1CCOCC1)C(=O)CNS(=O)(=O)c1ccccc1 (stereo not given)	-8	-8	-2	106	98	93	-1	-12
Cc1cccc(N(C)Cc2nnc(-c3cccc(Br)c3)o2)c1	0	-4	8	101	108	100	4	-16
CC(=O)c1c(C)[nH]c(C(=O)NNC(=O)c2ccc(C)cc2)c1C	nt	9	0	98	98	98	-1	nt
Cc1nc(N/N=C/c2ccc(Br)cc2)cc(N2CCOCC2)n1	4	1	15	107	105	103	31	8
CCN1CCN(Cc2ccc(NC(=O)c3cc(NC(=O)c4nccnc4N)cc(OC)c3)cc2C(F)(F)F)CC1	5	-8	7	97	90	126	9	-4
COc1ccccc1C(=O)Nc1ccnn1C1CCN(Cc2cnc(N(C)C)s2)CC1	3	7	6	104	104	98	2	-8
CCC(=O)Nc1ccc2c(c1)nc(CCNC(=O)c1ccco1)n2C	-2	-1	6	98	101	103	0	-2
Cc1ccc(NC(=O)C(=O)NCc2ccc(/C=N/NC(=O)c3c(C)nc4ccccn34)o2)cc1	-7	12	-6	104	115	104	7	8
O=C1CC(Nc2ccc(N3CCOCC3)cc2)C(=O)N1CCc1ccccc1 (stereo not given)	-21	-15	-19	98	100	94	15	-2
COc1cccc(COC(=O)CCNC(=O)c2ccc(Cl)cc2)c1OC	2	0	-6	?	?	?	1	-6
Cc1ccc(NC(=O)CCN2CCCCC2)cc1	8	6	-5	105	109	103	1	2
CCS(=O)(=O)c1ccc(-c2cccc(NC(=O)c3ccc(Br)o3)c2)nn1	7	6	3	103	104	107	36	2
O=C(c1ccco1)N1CCN(Cc2cccc([N+](=O)[O-])c2)CC1	6	6	6	97	100	96	0	1
CCOC(=O)c1c(C)[nH]c(C(=O)CSc2nnnn2-c2ccccc2)c1C	-22	-2	2	92	95	92	1	-10
O=C(C(=O)N1CCCC1)c1c(-c2ccccc2)[nH]c2ccccc12	0	7	15	101	104	98	3	1
CCc1ccc(NC(=O)COC(=O)CCC2CCCC2)cc1	nt	11	6	111	106	101	0	16
CCC/C(=C1/c2ccccc2C(=O)N1c1ccccc1)c1ccc2c(c1)OCCO2	nt	5	12	98	87	98	17	0
CCN(Cc1cc2cc(OC)ccc2[nH]c1=O)C(=O)c1ccncc1	-4	-1	-4	102	102	97	6	-13
O=S(=O)(c1cccc2nsnc12)N1CCOCC1	-9	1	11	95	98	97	-2	2
CCCCCCCCCC(=O)NNC(=O)c1c(O)c2ccccc2n(CCC)c1=O	6	6	6	94	96	99	1	13
O=Cc1c(SCCO)nc2ccccn2c1=O	1	1	4	100	99	105	6	-4
O=C(Nc1ccc(NC(=O)c2ccc(Cl)c(S(=O)(=O)N3CCOCC3)c2)cc1)c1ccccc1	0	1	2	118	106	73	1	14
Cc1ccc2oc(C(=O)N3CCC(O)(c4cccc(C(F)(F)F)c4)CC3)c(C)c2c1	-1	-2	9	100	93	93	7	-2
CCN(CC)c1ccc(O)c(C=Nc2ccc(C)c(C)c2)c1	2	6	-1	96	98	105	3	-9
Cc1ccccc1OCC(=O)NCC1CCCO1 (stereo not given)	7	-4	-3	103	95	104	8	-5
COC(=O)c1ccc(Cn2cnc3c(cnn3-c3ccc(C)c(C)c3)c2=O)o1	6	5	8	103	111	113	2	-1
CN1CCN(S(=O)(=O)c2cccc(S(=O)(=O)c3cccc(S(=O)(=O)N4CCN(C)CC4)c3)c2)CC1	5	-7	6	98	94	94	4	-17
Cc1ccc(-n2c(-c3ccco3)nc3nc4ccccc4nc32)cc1	7	0	0	98	106	97	1	-18
COC(=O)c1sc(N)c(C(=O)OC)c1COC(=O)CNS(=O)(=O)c1ccc(C)c(C)c1	5	8	-3	101	103	90	8	0
Cc1oc(-c2ccccc2F)nc1CS(=O)(=O)CC(=O)NCCCN1CC(C)CC(C)C1 (stereo not given)	13	2	-11	100	99	88	-2	-2
Cc1cccc(N2CC(C(=O)Nc3nnc(SCC(=O)N4CCOCC4)s3)CC2=O)c1 (stereo not given)	14	2	5	106	117	124	-2	7
CC1CCCC(NC(=O)C2CCN(S(=O)(=O)c3cnc[nH]3)CC2)C1C (stereo not given)	-1	3	1	103	101	107	0	14
